# Assay outcomes: PubChem BioAssay, Broad Institute
# PRC2 inh = EZH2/PRC2 methyltransferase inhibitors, primary screen, biochemical, DELFIA time-resolved fluorescence, single point. PRC2 H3K27 methylation, DELFIA TRF, 1 h. 57,000 compounds, 0.35% hits. inhibition, % at 12.5 µM. Histone-lysine N-methyltransferase EZH2 (Homo sapiens), Q15910. AID 651548, 2012;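 active means mean inhibition of replicates at least 50% and every single replicate also reaching 50%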;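 further: dimethyl H3K27 on biotinylated H3 21-44 peptide detected by antibody; plate controls were median neutral control wells for no effect and median positive control wells for full effect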
# IDH1 R132H inh = inhibitors of IDH1 R132H reductase, primary screen, biochemical, plate reader, single point; Isocitrate dehydrogenase [NADP] cytoplasmic (Homo sapiens), O75874; diaphorase/resazurin fluorescence, 60 min; inhibition, % at 10 µM; 70,000 compounds, 0.18% hits; AID 624101, 2012; in the data active means inhibition above about 34%;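 further: 0% = DMSO and 100% = no enzyme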
# Target sequence (O75874 whole entry R132H): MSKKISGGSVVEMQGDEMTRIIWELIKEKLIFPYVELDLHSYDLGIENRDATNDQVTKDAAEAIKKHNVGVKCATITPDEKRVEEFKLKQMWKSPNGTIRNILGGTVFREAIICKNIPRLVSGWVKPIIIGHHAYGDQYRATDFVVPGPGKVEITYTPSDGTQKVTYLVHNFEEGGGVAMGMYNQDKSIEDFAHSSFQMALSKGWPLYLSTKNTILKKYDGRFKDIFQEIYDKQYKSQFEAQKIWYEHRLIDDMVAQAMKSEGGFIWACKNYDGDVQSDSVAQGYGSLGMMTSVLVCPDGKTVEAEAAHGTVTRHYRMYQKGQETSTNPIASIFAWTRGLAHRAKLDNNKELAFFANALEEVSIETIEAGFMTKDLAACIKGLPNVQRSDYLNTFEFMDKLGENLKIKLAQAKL
# Active calls of the source: *; x = not tested or not shown; & = joins results of further samples. Only part of the results is shown; count on the stated rates, not on these rows.
SMILES,PRC2 inh,IDH1 R132H inh
CO[C@H](CN(C)S(=O)(=O)c1ccc(Cl)cc1)[C@@H](C)CN(C(=O)Nc1ccccc1F)[C@@H](C)CO,-7,0.0
C[C@@H]1CN([C@@H](C)CO)C(=O)c2cccc(N(C)C)c2O[C@H]1CN(C)C(=O)Nc1ccc(F)cc1,x,-0.3
COc1ccc(NC(=O)Nc2ccc3c(c2)CC(=O)N([C@H](C)CO)C[C@H](C)[C@H](CN(C)C(=O)Nc2c(C)noc2C)O3)cc1,x,1.0
CC(C)(C)OC(=O)NC/C=N/NC(=O)c1ccccn1,-7,1.6
C[C@H]1CN([C@@H](C)CO)S(=O)(=O)c2ccc(-c3cncnc3)cc2O[C@@H]1CN(C)C(=O)Cc1ccccc1,2,0.9
Cc1ccc(-c2ccc3c(c2)O[C@@H](CN(C)C)[C@@H](C)CN([C@H](C)CO)S3(=O)=O)cc1,-3,-1.3
O=C(Nc1ccc2c(c1)[C@@H]1C[C@@H](CC(=O)N3CCc4ccccc4C3)O[C@H](CO)[C@@H]1O2)NC1CCCC1,-8,0.1
CCCN(C)C[C@H]1Oc2cc(C#Cc3ccccc3OC)ccc2S(=O)(=O)N([C@H](C)CO)C[C@H]1C,-28,-3.1
Cn1c(COc2cccc3cccnc23)nnc1SCC(N)=O,-5,0.0
Cc1ccc(S(=O)(=O)N(C)C[C@@H]2Oc3c(NC(=O)C4CCOCC4)cccc3C(=O)N([C@H](C)CO)C[C@H]2C)cc1,1,2.0
C/C=C/c1cccc(-c2nc(C(=O)NCc3ccccc3)cc3c2[C@H](CCO)N([S@@](=O)C(C)(C)C)C3)c1,2,-0.5
C[C@H]1CN([C@@H](C)CO)C(=O)c2cc(C#Cc3ccc(F)cc3)cnc2O[C@@H]1CN(C)Cc1ccccn1,x,0.4
Cc1nn(Cc2ccc(F)cc2)c(C)c1NC(=O)C1CC(c2c(F)cccc2Cl)=NO1 (stereo not given),7,0.1
Cc1ccc(-c2cnc3c(c2)C(=O)N([C@H](C)CO)C[C@H](C)[C@@H](CN(C)C(=O)c2cccc(F)c2)O3)cc1,-8,-0.7
C[C@@H]1CN([C@H](C)CO)C(=O)c2cc(NC(=O)Cn3cnnn3)ccc2O[C@@H]1CN(C)C,x,2.2
C[C@H](CO)N1C[C@H](C)[C@H](CN(C)S(=O)(=O)c2ccccc2)Oc2ncc(-c3cccc(F)c3)cc2C1=O,3,0.0
CS(=O)(=O)N(CC(=O)NC1CCCCC1)c1ccc(F)cc1,-4,0.3
C[C@H]1CN([C@@H](C)CO)C(=O)c2cc(NS(=O)(=O)c3cn(C)cn3)ccc2O[C@H]1CN(C)Cc1ccc(C(=O)Nc2ccccc2N)cc1,-5,-0.1
CC(C)c1ccc(S(=O)(=O)NCc2cccnc2)cc1,-2,0.1
C[C@H](CO)N1C[C@H](C)[C@@H](CN(C)Cc2ccncc2)Oc2ncc(C#CC3(O)CCCC3)cc2C1=O,-2,3.0
Cc1ccc(S(=O)(=O)N(CC(=O)Nc2ccc(C(N)=O)cc2)C2CCCCC2)cc1,-4,-0.3
Cc1noc(C)c1NC(=O)Nc1ccc2c(c1)C(=O)N([C@H](C)CO)C[C@@H](C)[C@@H](CN(C)C(=O)NC(C)C)OCCCC[C@@H](C)O2,x,2.0
O=C(CCCN1C(=O)c2ccccc2C1=O)Nc1ccc2ccccc2c1,-14,1.5
C[C@H]1CN([C@@H](C)CO)C(=O)c2cc(NC(=O)Cc3ccccc3)ccc2O[C@H]1CN(C)S(=O)(=O)c1ccc(F)cc1,1,-1.5
COc1ccc(CN(C)C[C@H]2Oc3ccc(NC(=O)Cn4cnnn4)cc3C(=O)N([C@@H](C)CO)C[C@@H]2C)cc1,6,x
N#C[C@@H]1[C@@H](c2ccc(/C=C/c3ccccc3)cc2)[C@@H](CO)N1C(=O)Cc1ccccn1,x,-0.1
CC(C)NC(=O)Nc1ccc2c(c1)C(=O)N([C@H](C)CO)C[C@H](C)[C@H](CN(C)S(=O)(=O)c1cccs1)OCCCC[C@@H](C)O2,x,-1.1
COc1cccc(NC(=O)N[C@H]2CC[C@H](CC(=O)Nc3ccccc3)O[C@@H]2CO)c1,3,-0.2
O=C(CSc1nnnn1-c1ccccc1)Nc1cc(Cl)ccc1C(=O)O,14,-0.2
Cc1ccc(S(=O)(=O)N(C)C[C@H]2Oc3c(NC(=O)Nc4c(C)noc4C)cccc3C(=O)N([C@H](C)CO)C[C@H]2C)cc1,x,2.2
C/C=C/c1ccc2c(c1)O[C@H](CN(C)CC1CCOCC1)[C@@H](C)CN([C@H](C)CO)S2(=O)=O,6&-3,-2.1&-0.4
COCC(=O)N(C)C[C@@H]1Oc2cc(C#C[C@@H](C)O)ccc2S(=O)(=O)N([C@@H](C)CO)C[C@@H]1C,6,x
C[C@H](CO)N1C[C@H](C)[C@@H](CN(C)C(=O)Nc2ccccc2F)Oc2cc(Br)ccc2S1(=O)=O,8,x
CCC(=O)Nc1ccc2c(c1)OC[C@@H](C)N(CC1CC1)C[C@H](C)[C@@H](OC)CN(C)C2=O,3,0.3
C/C=C/c1ccc2c(c1)O[C@H](CN(C)C(=O)Nc1cccc(F)c1)[C@@H](C)CN([C@H](C)CO)S2(=O)=O,-10,-1.8
C[C@@H]1CCCCO[C@H](CN(C)C(=O)C2CCCCC2)[C@@H](C)CN([C@@H](C)CO)C(=O)c2cc(NC(=O)CCC(F)(F)F)ccc2O1,x,1.6
C[C@H](CO)N1C[C@H](C)[C@@H](CN(C)Cc2ccc(Oc3ccccc3)cc2)Oc2ccc(NC(=O)C3CC3)cc2C1=O,-2,2.1
C[C@H]1CN([C@@H](C)CO)C(=O)Cc2cc(NS(C)(=O)=O)ccc2O[C@H]1CN(C)CC1CC1,1,2.1
C[C@@H]1CN([C@H](C)CO)C(=O)c2ccccc2-c2ccccc2CO[C@@H]1CN(C)C(=O)[C@H]1CCCN1C,-4,1.6
Cc1cc(N(CC(=O)Nc2cc(C(F)(F)F)ccc2Cl)S(C)(=O)=O)ccc1Br,22,0.0
CC(C)NC(=O)N(C)C[C@@H]1OCCCC[C@@H](C)Oc2ccc(NC(=O)Nc3ccc4c(c3)OCO4)cc2C(=O)N([C@H](C)CO)C[C@@H]1C,x,-1.1
O=C(C[C@H]1CC[C@@H](NC(=O)Nc2cc(F)ccc2F)[C@@H](CO)O1)NCc1ccc2c(c1)OCO2,9,0.0
CO[C@@H]1CN(C)C(=O)c2cc(NC(C)=O)ccc2OC[C@@H](C)N(Cc2ccc(F)cc2)C[C@@H]1C,-5,0.4
COc1ccccc1CNC(=O)C[C@@H]1C[C@H]2c3cc(NS(=O)(=O)c4ccc(F)cc4)ccc3O[C@H]2[C@@H](CO)O1,3,-0.1
COc1ccc(CN(C)C[C@@H]2Oc3c(NS(=O)(=O)c4ccc(OC)cc4)cccc3C(=O)N([C@@H](C)CO)C[C@H]2C)cc1,x,-2.7
C[C@@H]1CN([C@H](C)CO)C(=O)c2cc(NC(=O)Nc3cccc4ccccc34)ccc2O[C@@H](C)CCCCO[C@H]1CN(C)Cc1ccc(C(=O)O)cc1,x,-0.1
CC(C)NC(=O)N(C)C[C@@H]1Oc2c(NS(=O)(=O)c3ccccc3)cccc2C(=O)N([C@H](C)CO)C[C@H]1C,12,0.5
C[C@@H]1CN([C@H](C)CO)C(=O)Cc2cc(NC(=O)CCCCCC(=O)Nc3ccccc3N)ccc2O[C@@H]1CN(C)C(=O)Nc1ccccc1,12,x
Cn1c(SCC(=O)N2CCc3ccccc32)nnc1-c1ccco1,5,0.2
C[C@@H]1CCCCO[C@@H](CN(C)S(=O)(=O)c2ccc(F)cc2)[C@H](C)CN([C@@H](C)CO)C(=O)c2cc(NC(=O)Nc3ccccc3)ccc2O1,x,2.4

# Carrying on:
SMILES,PRC2 inh,IDH1 R132H inh
C[C@@H]1CN([C@@H](C)CO)C(=O)c2cc(N(C)C)ccc2O[C@@H](C)CCCCO[C@H]1CN(C)C,-10,-5.6
C[C@H](CO)N1C[C@H](C)[C@@H](CN(C)C(=O)Oc2ccccc2)OCc2ccccc2-c2ccccc2C1=O,-16,-0.7
C[C@H]1CN([C@@H](C)CO)C(=O)Cc2cc(NC(=O)Nc3ccc(F)cc3)ccc2O[C@@H]1CN(C)C(=O)Nc1ccc(C(F)(F)F)cc1,x,0.4
O=C(C[C@H]1C[C@@H]2c3cc(NS(=O)(=O)c4ccc(F)cc4)ccc3O[C@@H]2[C@@H](CO)O1)NCc1ccc(Cl)cc1,12,0.0
COc1ccc(S(=O)(=O)Nc2ccc3c(c2)[C@@H]2C[C@@H](CC(=O)N(C)C)O[C@H](CO)[C@@H]2O3)cc1,1,-0.2
C[C@@H]1CN([C@@H](C)CO)C(=O)c2cccc(NS(C)(=O)=O)c2O[C@@H]1CN(C)S(=O)(=O)c1cccs1,x,0.5
Cc1cc2nnc(SCC(=O)Nc3ccc(Cl)c(C(F)(F)F)c3)n2c2ccccc12,x,-0.1
C[C@H](CO)N1C[C@H](C)[C@H](CN(C)C)Oc2ncc(-c3cccnc3)cc2C1=O,-30,-0.9
C[C@H]1CCCCO[C@H](CN(C)C(=O)c2ccccc2)[C@@H](C)CN([C@@H](C)CO)C(=O)c2cc(NC(=O)c3ccccc3)ccc2O1,-11,-1.5
COCC#Cc1cnc2c(c1)C(=O)N([C@H](C)CO)C[C@@H](C)[C@H](CN(C)Cc1ccc3c(c1)OCO3)O2,-6,0.9

# As a working copy, part of the list above:
SMILES,PRC2 inh,IDH1 R132H inh
C[C@@H]1CN([C@@H](C)CO)C(=O)c2cc(N(C)C)ccc2O[C@@H](C)CCCCO[C@H]1CN(C)C,-10,-5.6
C[C@H](CO)N1C[C@H](C)[C@@H](CN(C)C(=O)Oc2ccccc2)OCc2ccccc2-c2ccccc2C1=O,-16,-0.7
C[C@H]1CN([C@@H](C)CO)C(=O)Cc2cc(NC(=O)Nc3ccc(F)cc3)ccc2O[C@@H]1CN(C)C(=O)Nc1ccc(C(F)(F)F)cc1,x,0.4
O=C(C[C@H]1C[C@@H]2c3cc(NS(=O)(=O)c4ccc(F)cc4)ccc3O[C@@H]2[C@@H](CO)O1)NCc1ccc(Cl)cc1,12,0.0
COc1ccc(S(=O)(=O)Nc2ccc3c(c2)[C@@H]2C[C@@H](CC(=O)N(C)C)O[C@H](CO)[C@@H]2O3)cc1,1,-0.2
C[C@@H]1CN([C@@H](C)CO)C(=O)c2cccc(NS(C)(=O)=O)c2O[C@@H]1CN(C)S(=O)(=O)c1cccs1,x,0.5
Cc1cc2nnc(SCC(=O)Nc3ccc(Cl)c(C(F)(F)F)c3)n2c2ccccc12,x,-0.1

# Following part:
SMILES,PRC2 inh,IDH1 R132H inh
O=C(Nc1ccc(N2CCOCC2)cc1Cl)C1CCN(C(=O)OCc2ccccc2)CC1,-108,-1.3
CO[C@@H]1CN(C)C(=O)c2cc(NC(=O)Nc3cc(F)ccc3F)ccc2OC[C@H](C)NC[C@@H]1C,-5,0.2
CC(=O)Nc1sc(C)c(-c2ccccc2)c1C(=O)NCc1cccnc1,6,6.6
COc1ccc(S(=O)(=O)Nc2ccc3c(c2)C(=O)N([C@@H](C)CO)C[C@@H](C)[C@H](CN(C)S(=O)(=O)c2ccc(OC)cc2)O3)cc1,x,-2.9
Cc1cc(NC(=O)CCN2CCC(C(N)=O)CC2)ccc1Br,x,-0.1
Cn1c(SCC(=O)N2CCc3ccccc32)nnc1-c1ccc(NC(=O)c2ccc(F)cc2)cc1,-16,0.0
CC(=O)N(C)C[C@H]1Oc2ncc(-c3ccc(C#N)cc3)cc2C(=O)N([C@@H](C)CO)C[C@H]1C,1,-0.2
CCC(=O)N(C)C[C@@H]1Oc2cc(-c3ccncc3)ccc2S(=O)(=O)N([C@H](C)CO)C[C@H]1C,-4,-0.7
COCC(=O)N(C)C[C@@H]1Oc2cc(C3=CCCCC3)ccc2S(=O)(=O)N([C@@H](C)CO)C[C@H]1C,21,x
O=C(C[C@H]1C[C@@H]2c3cc(NC(=O)c4cccnc4)ccc3O[C@@H]2[C@@H](CO)O1)NCc1cccc(F)c1,9,-0.6
O=C(CSc1nc(O)cc(=O)n1-c1ccccc1)Nc1ccccc1,-22,0.3
Cc1ccccc1NC(=O)C1CC=CCC1C(=O)O (stereo not given),-6,-0.3
C[C@@H]1CN([C@H](C)CO)S(=O)(=O)c2ccc(C3=CCCCC3)cc2O[C@H]1CN(C)C(=O)Cc1ccncc1,-16,x
COc1ccccc1NC(=O)Nc1ccc2c(c1)C(=O)N(C)C[C@H](OC)[C@@H](C)CN[C@H](C)CO2,-5,-0.3
C[C@H]1CN([C@@H](C)CO)C(=O)c2cccc(NC(=O)CCCCCC(=O)Nc3ccccc3N)c2O[C@H]1CN(C)C(=O)Nc1cccc2ccccc12,-4,x
Cc1ccc(S(=O)(=O)NCC[C@H]2CC[C@H](NC(=O)c3cccc(F)c3)[C@H](CO)O2)cc1,4,-0.5
COc1cccc(NC(=O)N[C@H]2CC[C@@H](CC(=O)NCc3ccccn3)O[C@@H]2CO)c1,17,0.0
CC1CCN(S(=O)(=O)c2cccc(C(=O)N(Cc3ccccc3)c3ccccn3)c2)CC1,6,-0.4
O=C(Nc1cc(C(F)(F)F)ccc1N1CCc2ccccc2C1)c1ccccc1,-13,-0.5
C[C@@H]1CN([C@H](C)CO)C(=O)c2cccc(NC(=O)Nc3ccccc3)c2O[C@@H]1CN(C)S(=O)(=O)c1ccccc1,-3,x

# As entered above.
# C[C@H]1CN([C@@H](C)CO)C(=O)c2cccc(NC(=O)CCCCCC(=O)Nc3ccccc3N)c2O[C@H]1CN(C)C(=O)Nc1cccc2ccccc12 in PRC2 inh → -4
# COc1ccccc1NC(=O)Nc1ccc2c(c1)C(=O)N(C)C[C@H](OC)[C@@H](C)CN[C@H](C)CO2 in IDH1 R132H inh → -0.3
